Screens as filed in PubChem BioAssay.
Tau fluor counter = counter-screen for tau fibril formation inhibitors; AID 1463; tau K18 P301L Alexa594 fluorescence, heparin fibrillization; Potency, µM (top dose mostly 57.7 µM), without a hit: at the highest dose activity change, negative = decrease; 280,000 tested, 0.93% active; further: on the % scale 0 is the no-effect control and ±100 the full control effect; nearly all actives have a fitted effect of over 55% in size
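Human K18 P301L tau (15 uM unlabeled plus 0.24 uM Alexa 594-labeled, final) in 100 mM sodium acetate pH 7 was mixed with compound and 20 uM heparin and incubated 6 hr at 37 C.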
aGal spleen mod = inhibitors or activators of human alpha-galactosidase in spleen homogenate; human spleen homogenate, 4MU-alpha-Gal fluorescence, 40 min; P06280; Potency, µM (highest dose often 80 µM), for inactives: top-dose activity change, negative = inhibition, actives largely listed as inhibitors; 240,000 tested, 0.008% active;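 further: 0% = enzyme with vehicle and -100% = no enzyme basal signal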
Target sequence (P06280 32-429 limits assumed): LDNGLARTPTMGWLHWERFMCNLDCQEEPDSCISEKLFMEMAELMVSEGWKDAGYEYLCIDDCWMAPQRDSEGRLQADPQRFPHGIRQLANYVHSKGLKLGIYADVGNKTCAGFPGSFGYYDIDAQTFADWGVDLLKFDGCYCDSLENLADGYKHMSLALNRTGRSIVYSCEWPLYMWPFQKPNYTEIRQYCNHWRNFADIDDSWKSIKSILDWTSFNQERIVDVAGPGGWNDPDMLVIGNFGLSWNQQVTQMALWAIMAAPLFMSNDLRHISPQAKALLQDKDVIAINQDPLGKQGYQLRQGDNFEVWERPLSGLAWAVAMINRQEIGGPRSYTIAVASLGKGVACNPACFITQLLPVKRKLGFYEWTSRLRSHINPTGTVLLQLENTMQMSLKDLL
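qHTS titration in buffer at pH 5.0. Alpha-galactosidase activity in spleen homogenate was measured via 4-methylumbelliferone release from 1 mM fluorogenic substrate after 40 min at 37C and a pH 10 stop. AC50 came from Hill fits of control-normalized data.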
Tau FP inhib = blocks human tau fibril formation measured by polarization; P10636; Potency, µM (doses to about 57.7 µM), without a hit: at the top dose activity, negative = inhibition, hits mostly inhibitors; K18 P301L tau heparin fibrillization, Alexa594 FP, 6 h; 280,000 tested, 0.39% active; further: on the % scale 0 is the no-effect control and ±100 the full control effect; nearly all actives have a fitted effect of over 55% in size
Target sequence (P10636 561-689 P618L limits assumed): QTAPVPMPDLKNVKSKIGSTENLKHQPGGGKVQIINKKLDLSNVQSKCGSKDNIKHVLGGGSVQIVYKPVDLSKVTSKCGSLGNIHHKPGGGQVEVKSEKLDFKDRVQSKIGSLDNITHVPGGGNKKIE
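Compound effects on tau fibrillization are measured by Alexa 594 fluorescence polarization (ex 555, em 632 nm). K18 P301L tau is used at 15 uM with 0.24 uM labeled tracer, and 20 uM heparin induces aggregation over 6 hr at 37 C.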
HTT ATP protect = cytoprotection in Huntington HTT-Q103 PC12 cell model; AID 1471; Potency, µM (doses to about 56.4 µM), without a hit: cytoprotection (ATP increase), hits mostly activators; PC12 HTT-Q103 induced, cytoprotection, ATP luminescence, 40 h; 230,000 tested, 0.14% active;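 further: % of control where 0% means no effect; nearly all actives have a fitted effect of over 45% in size; toxic huntingtin expression switched on by the ecdysone agonist tebufenozide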
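Compounds added alongside 100 nM tebufenozide, which induces toxic Q103 huntingtin exon 1-GFP in stable PC12 cells; surviving cells quantified by luminescent ATP measurement. Medium: phenol red-free DMEM, 5% equine and 5% calf serum.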
Tau ThT inhib = blocks human tau fibril formation measured by thioflavin T. recombinant tau K18 P301L (four-repeat tau fragment), heparin-induced fibrillization, ThT fluorescence. AID 1460. Potency, µM (top dose mostly 57.4 µM), inactives show at the top dose activity, negative = inhibition, usual class: inhibitors. 270,000 tested, 2.1% active; further: on the % scale 0 is the no-effect control and ±100 the full control effect; nearly all actives have a fitted effect of over 55% in size
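Heparin-induced (20 uM) aggregation of recombinant human K18 P301L tau, 15 uM unlabeled with 0.24 uM labeled, pH 7 acetate buffer, 6 hr at 37 C with compound. Fibrils quantified by 30 uM ThT fluorescence after 1 hr ambient incubation.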
GAA inhib = alpha-glucosidase (human) inhibition; Potency, µM (series often up to 76.9 µM), without a hit: top-dose activity change, negative = inhibition, usual class: inhibitors; 200,000 tested, 0.005% active; purified human GAA, 4-MU-alpha-glucoside fluorescence; P10253;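 further: plate controls were uninhibited enzyme wells for no effect and no-enzyme background for full effect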
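Activity normalized between no-enzyme (basal) and enzyme-only wells. Conditions: 4 nM human enzyme, 400 uM fluorogenic substrate, citrate/phosphate pH 5.0 with Tween-20, 20 min room temperature, compounds up to 77 uM.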
GAA spleen mod = inhibitors or activators of human alpha-glucosidase in spleen homogenate. AID 2112. 240,000 tested, 0.006% active. human spleen homogenate, 4-MU-alpha-glucoside fluorescence. P10253. Potency, µM (highest dose often 79.9 µM), for inactives: top-dose activity change, negative = inhibition, usual class: inhibitors;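 further: 0% = enzyme with vehicle and -100% = no enzyme basal signal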
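Enzyme source: human spleen homogenate, 1 ug/well. Buffer 50 mM citric acid/K phosphate pH 5.0, 0.01% Tween-20. 4-MU-alpha-glucoside 1 mM; 37 C x 40 min; NaOH/glycine stop; fluorescence.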
GAA glycogen = alters human alpha-glucosidase cleavage of glycogen | P10253 | recombinant GAA, glycogen substrate, Amplex Red glucose oxidase fluorescence | Potency, µM (doses to about 76.4 µM), for inactives: top-dose activity change, negative = inhibition, hits mostly inhibitors | 300,000 tested, 0.38% active;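 further: 0% = full enzyme reaction and -100% = no-enzyme basal signal; the screen sought inhibitors and activators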
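Recombinant human alpha-glucosidase (4 nM final) hydrolysed bovine liver glycogen (30 ug) for 40 min at 37 C in pH 5.0 citrate/phosphate with 0.01% Tween-20. Released glucose detected by glucose oxidase/Amplex Red, Ex 573/Em 610 nm. Compounds up to 77 uM; AC50 from Hill fits.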
Starred values were filed as active, the others as inactive; u = inconclusive; x = no result given; & = joins results of further samples; [ ] = another dose, or the depositor's remark. The call rests on the fitted dose curve; in most records, active means well fitted curve in the direction sought with a large enough effect; inconclusive means small, poorly fitted or top-dose-only effect, or another doubt; inactive means no such curve, though single readings can be large; an effect the other way counts as inactive or inconclusive. Potency means the concentration at half of the fitted maximal effect.

SMILES	Tau fluor counter	aGal spleen mod	Tau FP inhib	HTT ATP protect	Tau ThT inhib	GAA inhib	GAA spleen mod	GAA glycogen
CCNc1nc(NCC)nc(C(=O)NN)n1	0%	3%	2%	-1%[10 µM]	-10%	8%	3%	u
O=C(CNc1cc(S(=O)(=O)N2CCCC2)ccc1OCC(F)(F)F)Nc1cccc(C(F)(F)F)c1	u	-1%	u	7%[10 µM]	8%	-10%	-6%	-1%
Cc1onc(-c2ccccc2)c1CNC(=O)CN1C(=O)c2ccccc2C1=O	-12%	-5%	-12%	-1%[10 µM]	-5%	3%	-12%	5%
C[C@@H](C(=O)NCc1ccccc1)[C@H]1C[C@]1(C)[C@H](NC(=O)OCc1ccccc1)c1ccccc1	-10%&-19%	-2%&8%	10%&-6%	-137%[inhibitor]	-16%&-18%	-4%	-7%&0%	-2%
COc1ccc(OC)c(C(c2nnnn2CCc2ccccc2)N2CCC(C(N)=O)CC2)c1 (stereo unspecified)	-5%	11%	3%	10%	8%	5%	7%	-7%
O=C(Cn1ccc(=O)[nH]c1=O)NCCO	1%	3%	2%	-13%	4%	2%	2%	-3%
CC(=O)CSc1nc(-c2ccccc2)[nH]c1S(=O)(=O)c1ccc(C)cc1	-18%	x	-8%	x	3%	x	x	8%[76.3 µM]
O=C(NC1CCCCC1)C1CCN(C(=O)NCc2ccccc2)CC1	8%	-8%	5%	-18%[10 µM]	5%	-11%	-14%	7%
O=C(Cn1c(-c2ccccc2)noc1=O)Nc1ccc(N2CCCCCC2)cc1	14µM*[quencher]	-4%	u	-32%	-14%	-3%	-7%	-24%
O=C(Cn1[nH]c(=O)c2ccccc2c1=O)OCC(=O)N1CCc2ccccc2C1	6%	1%	6%	-16%	0%	1%	3%	5%
CCn1c(SCC(=O)NNC(=O)c2ccc(OC)cc2)nnc1-c1cccnc1	6%	-3%	6%	18%[10 µM]	0%	5%	3%	-8%
CC(C)CNC(=S)NNC(=O)c1ccc2c(c1)OCO2	0%	0%	5%	17%	2%	u	-3%	-26%
CSc1ncccc1C(=O)OCc1ccccc1	-12%	-5%	-7%	-10%[10 µM]	-2%	-5%	-11%	2%
CCCC(C)C(=O)NCc1ccncc1 (stereo unspecified)	8%[2.34 µM]	0%	4%	-11%[10 µM]	u	u	-5%	9%
CCN(CCn1cccn1)Cc1nc(Cc2cccc(F)c2)no1	4%	4%	5%	7%	0%	1%	-21%	12%
Cc1cc(NC(=O)c2ccc(S(=O)(=O)N3CCOCC3)cc2)nc2c1c(=O)oc1ccccc12	u	7%	-1%	-28%	-17%	-2%	-5%	11%
Cc1cccc(NC(=O)CN2CCSc3ccccc32)c1	u	2%	6%	-1%[10 µM]	-16%	1%	9%	2%
CC(C)n1cc(/C=C2\NC(=O)N(c3cccc(Cl)c3)C2=O)c2ccccc21	-28%	-2%	11%	-28%	-3%	u	-2%	2%
CCN(c1ccccc1)S(=O)(=O)c1ccc(C(=O)Nc2nnc(CSC)o2)cc1	-12%	2%	0%	-109%[inhibitor]	-14%	u	x	1%
CCN(CC)S(=O)(=O)c1ccc(C(=O)NC2=C(C(=O)OC)SCC2)cc1	u	12%	-11%	-23%	u	-13%	-7%	-10%

Full records, quoted from the list:
CCN(CCn1cccn1)Cc1nc(Cc2cccc(F)c2)no1 reads Tau fluor counter: 4%; aGal spleen mod: 4%; Tau FP inhib: 5%; HTT ATP protect: 7%; Tau ThT inhib: 0%; GAA inhib: 1%; GAA spleen mod: -21%; GAA glycogen: 12%
CC(C)n1cc(/C=C2\NC(=O)N(c3cccc(Cl)c3)C2=O)c2ccccc21 reads Tau fluor counter: -28%; aGal spleen mod: -2%; Tau FP inhib: 11%; HTT ATP protect: -28%; Tau ThT inhib: -3%; GAA inhib: u; GAA spleen mod: -2%; GAA glycogen: 2%

The results go on.
SMILES	Tau fluor counter	aGal spleen mod	Tau FP inhib	HTT ATP protect	Tau ThT inhib	GAA inhib	GAA spleen mod	GAA glycogen
Brc1ccccc1OCCCCCN1CCCC1	-3%	3%	-3%	-17%	-5%	-8%	-11%	-26%
COc1ccc(S(=O)(=O)n2nc(OC(=O)c3ccc(C)cc3)cc2N)cc1	u	1%	-9%	-10%	u	-2%	-1%	-1%
O=c1c2ccccc2nc(SCc2cc(F)cc3c2OCOC3)n1Cc1ccco1	-12%	1%	-5%	-2%	-9%	-2%	-5%	0%
COc1ccccc1CCc1nnc(CCC(=O)NC(C)Cn2nc(C)cc2C)o1 (stereo unspecified)	0%	6%	5%	8%[10 µM]	-9%	u	-6%	-14%
COc1cccc2c1cc1c(=O)n(CC(=O)N3CCN(c4cc(Cl)ccc4C)CC3)nc(C)n12	-10%	x	9%	x	u	x	x	14%[76.3 µM]
CCN(CC)S(=O)(=O)c1ccc(NC(=O)c2cccnc2Cl)c(NC(=O)c2cccnc2Cl)c1	-13%	-6%	-4%	-95%[inhibitor]	-4%	9%	1%	-3%
NC(=O)c1sc2nc3c(c(-c4ccc(Cl)cc4)c2c1N)CCCC3	-21%	1%	-7%	u	-22%	-5%	6%	-21%
O=C(NC1CCN(C(=O)N2c3ccccc3Sc3ccccc32)CC1)c1ccccc1Cl	-17%	-7%	6%	-77%[inhibitor]	u	-20%	2%	-7%
N#CC1=C(N)N(c2ccccc2Sc2ccccc2)C(=O)C1	-3%	-5%	5%	-4%[10 µM]	-16%	-1%	2%	-15%
O=C(Nc1nnc(-c2ccc(Cl)cc2)o1)c1nc2ccccc2s1	-6%	-1%	-13%	-7%[10 µM]	-3%	-8%	-1%	5%
Cc1cc(C)nc(SCCn2c(N3CCC(C)CC3)nc3c2c(=O)n(C)c(=O)n3C)n1	2%	-12%	2%	-3%[10 µM]	1%	4%	-13%	-6%
COc1ccc(-n2nnnc2SCC(N)=O)cc1	8%	-2%	2%	-18%[0.074 µM]	-1%	-9%	-5%	-1%
Cc1c(C)[n+](=O)c2c(n1[O-])CCC2	-11%	3%	-6%	14%	-9%	12%	-1%	-1%
Cc1ccc(NC(=O)CCC(=O)NNS(=O)(=O)c2ccccc2)cc1C	-15%	-9%	-2%	x	-12%	-16%	4%	-4%
Oc1ccc2n[nH]nc2c1	-7%	4%	-3%	x	1%	-1%	6%	-1%
Cc1ccccc1C(=O)c1c[nH]c(C(=O)NCc2ccco2)c1	-3%	-16%	-6%	-24%	-1%	1%	0%	2%
Cn1c(SCC(=O)N2CCOCC2)nnc1-c1cccc(NC(=O)c2ccccc2)c1	-5%	-2%	-4%	-3%	-8%	0%	11%	-1%
CCC(=O)c1ccc(OCC(=O)c2ccc3c(c2)NC(=O)CO3)cc1	-9%	6%	-5%	-4%[10 µM]	u	0%[15.4 µM]	-15%	1%
Cc1ccc(-n2c(SCc3nc(-c4ccc(Cl)cc4)no3)nnc2-c2ccncc2)cc1	-15%	x	2%	x	-17%	x	x	5%[76.3 µM]
Cc1ccc2nsnc2c1S(=O)(=O)Nc1cccc2nsnc12	-14%	-1%	-1%	-8%[10 µM]	u	-6%	-2%	-10%
CCCCNC(=S)Nc1ccc(C(F)(F)F)cc1	-20%	1%	-3%	0%[10 µM]	-1%	-3%	-6%	-6%
NC(=O)c1ccc2c(c1)OCCO2	-2%	0%	7%	-11%	-4%	5%	1%	7%
O=C(O)c1ccc(COCC(F)(F)C(F)F)o1	4%	-8%	0%	-4%	-4%	-1%	-4%	15%
O=C(Nc1ccccc1)c1cccc(C(F)(F)F)c1	-2%	-1%	-8%	22%[10 µM]	0%	-2%	4%	-2%
O=C(CSc1nc2ccc(S(=O)(=O)N3CCOCC3)cc2[nH]1)N1CCOCC1	-26%	-4%	u	-8%	28µM*	-8%	-3%	2%
Cc1ccc2occ(C3NC(C(=O)O)CS3)c(=O)c2c1 (stereo unspecified)	-4%	-4%	-2%	-5%[10 µM]	u	7%	-9%	-20%
CCOC(=O)CSc1nnc(CNc2ccc(Cl)cc2)n1Cc1ccccc1	-25%	-5%	-4%	16%[10 µM]	-15%	-1%	-11%	-1%
COc1cc2c(cc1NC(=O)COC(=O)c1ccccc1)oc1ccccc12	-8%	7%	8%	0%	-13%	5%	3%	-7%
Cc1nnc(N/N=C/C(C)c2ccccc2)[nH]c1=O (stereo unspecified)	-7%	-2%	-5%	20%[10 µM]	-16%	x	2%	-11%
O=C(O)c1ccc(Cn2cnc3sc4c(c3c2=O)CCCC4)cc1	4%	-3%	0%	x	0%	u	3%	4%

Fetched one by one from the list above:
SMILES	Tau fluor counter	aGal spleen mod	Tau FP inhib	HTT ATP protect	Tau ThT inhib	GAA inhib	GAA spleen mod	GAA glycogen
O=C(Nc1ccccc1)c1cccc(C(F)(F)F)c1	-2%	-1%	-8%	22%[10 µM]	0%	-2%	4%	-2%
NC(=O)c1ccc2c(c1)OCCO2	-2%	0%	7%	-11%	-4%	5%	1%	7%

Carrying on:
SMILES	Tau fluor counter	aGal spleen mod	Tau FP inhib	HTT ATP protect	Tau ThT inhib	GAA inhib	GAA spleen mod	GAA glycogen
O=C1/C(=C/c2ccncc2)Oc2cc(OS(=O)(=O)c3ccccc3)ccc21	-17%	2%	-2%	4%[10 µM]	u	x	4%	3%
CCCN1CCC(=O)N(CCSc2ccc(NC(C)=O)cc2)CC1	0%	-3%&3%	-2%	2%[10 µM]	-4%	x	-8%&7%	0%
C=CCn1c(CC(=O)Nc2cccc(OC)c2)nnc1SCC(=O)NC1CCCCC1	0%	3%	-1%	0%[10 µM]	-1%	-2%	2%	7%
COCCCNC(=O)COc1cc(C)c(Cl)c(C)c1	0%	-8%	2%	-9%	-7%	-13%	6%	5%
O=C(O)c1ccccc1/C=N/NC(=O)C1CCCCC1	2%	-5%	-6%	0%[10 µM]	x	x	5%	3%
CCN(CC)CCNC(=O)c1ccc2c(=O)n(CCc3ccccc3)c(=O)[nH]c2c1	-17%	15%	-12%	-54%[inhibitor]	-14%	u	-2%	6%
COc1ccc(C(=O)OCCOc2ccccc2C(C)=O)c(O)c1	-25%	-6%	-3%	u	u	-1%	1%	0%
COc1c(S(=O)(=O)N2CCCC2)ccc(Cl)c1Cl	-5%	3%	-10%	3%	-7%	-3%	9%	3%
